Source: PubChem (Broad Institute)
ERp5 block – ERp5 (human) disulfide isomerase inhibition; ERp5 insulin aggregation, absorbance 650 nm, 90 min; 350,000 compounds, 0.05% hits; Q15084; inhibition, % at 9.99 µM;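 active = mean replicate inhibition above about 25%, with every replicate also reaching it, limit read from the data, passing the limit was not always enough; inconclusive = only one of those two criteria met; inactive = neither criterion met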
Target sequence (Q15084 whole entry, looked up): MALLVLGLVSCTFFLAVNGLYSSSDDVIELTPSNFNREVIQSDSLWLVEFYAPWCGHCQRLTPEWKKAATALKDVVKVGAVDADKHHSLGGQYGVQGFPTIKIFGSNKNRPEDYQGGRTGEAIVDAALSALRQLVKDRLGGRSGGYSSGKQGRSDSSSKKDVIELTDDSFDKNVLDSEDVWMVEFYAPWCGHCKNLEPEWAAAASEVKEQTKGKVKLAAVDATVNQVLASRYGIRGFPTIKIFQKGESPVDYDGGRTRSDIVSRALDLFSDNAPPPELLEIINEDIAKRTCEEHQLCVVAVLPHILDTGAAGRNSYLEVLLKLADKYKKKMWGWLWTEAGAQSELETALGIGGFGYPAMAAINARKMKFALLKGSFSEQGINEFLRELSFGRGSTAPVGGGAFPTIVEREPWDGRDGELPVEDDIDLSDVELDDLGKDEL
CFTR F508del cor – CFTR F508del correction in bronchial cells. CFBE cells, YFP halide quenching; stimulated with forskolin plus potentiator P3; % fluorescence drop versus neutral controls. AID 720511. 350,000 compounds, 0.36% hits. activity (quench increase), % at 7.58 µM;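 active = mean added fluorescence quench of at least 8% versus neutral control, with both replicates also reaching 8%; inconclusive = only one of the mean or replicate conditions met; inactive = mean below 8% and not both replicates reaching 8%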;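 note: cells transiently co-express mutant CFTR-F508del with the halide-sensitive YFP; corrector assay measuring rescue of mutant channel to the surface after 24 h compound exposure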
ARNT-TACC3 inh – disruptors of human ARNT/TACC3 interaction; Q9Y6A5; AlphaScreen His-ARNT PAS-B/GST-TACC3 binding, luminescence; TACC3 fragment carries E629A point mutation; inhibition, % at 9.99 µM; 390,000 compounds, 0.66% hits; AID 623870;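 active = mean inhibition of replicates at least 50% and at least half of replicates each reaching 50%; inconclusive = half or more replicates reach 50% but mean below 50%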;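 note: 0% = complete ARNT plus TACC3 wells and 100% = ARNT alone without TACC3; many hits fall short of the cut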
PAX8 reporter – PAX8 transcriptional activity inhibition | RMG-I TPO-luciferase reporter, SteadyGlo, 24 h | inhibition, % at 12.6 µM | 360,000 compounds, 1.2% hits | AID 652154;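 active = mean replicate inhibition at least 60% with every replicate also reaching 60%; inconclusive = only one of the two criteria is met; inactive = mean below 60% and not all replicates reaching 60%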;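 note: luciferase light reporting Pax8 driven TPO promoter activity; plate controls were median of neutral control wells for no effect and mitoxantrone controls for full effect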
Xi reactivation – X-chromosome reactivation activator | activation, % at 7.58 µM | AID 743238 | 360,000 compounds, 0.055% hits | XiGFP mouse fibroblasts, % GFP-positive cells imaging, 3 d; cells co-treated with 5-aza-dC sensitizer; scaled so ellipticine positive control = 100%;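 active = mean normalized replicate activation at least 10% and every replicate at or above 10%; inconclusive = only one of the two criteria met; inactive = mean below 10% and not all replicates reach 10%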;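 note: 0% = median of on-plate neutral control wells and 100% = ellipticine 6 µM median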
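material = 68-5-11 XiGFP fibroblast line | medium = DMEM plus 5-aza-dC sensitizer | schedule = 3 days compound exposure | benchmarks = positive control ellipticine, 6 µM final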
EWS-Fli block – EWS/Fli transcriptional activity inhibition. 350,000 compounds, 0.67% hits. inhibition, % at 12.6 µM. A673 NR0B1-luciferase reporter, viability-normalised;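 active = mean inhibition of at least 50% after viability correction, with every replicate also passing that limit; inconclusive = mean reaches 50% but only one of two replicates passes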;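 note: firefly luciferase signal divided by Alamar Blue viability fluorescence both relative to DMSO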
GSIS activator – primary screen for activators of insulin secretion dependent on glucose, INS-1E cells, GLuc reporter luminescence | INS-1E GLuc reporter insulin secretion, 2-3 h | activation, % at 16.6 µM | 370,000 compounds, 0.61% hits;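 active = lowest replicate activation of at least 40%, so every replicate reaches that level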;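 note: 0% = median of neutral control wells and 100% = median of IBMX positive control wells; some compounds called inactive have numbers as strong as hits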
DENV2 CPE rescue – DENV2-induced cell death inhibition; DENV2-infected cells, cytopathic effect rescue, plate reader; CPE inhibition, % at 9.99 µM; 350,000 compounds, 1.7% hits; AID 651640; in the data active = CPE inhibition above about 20%, passing the limit was not always enough; inconclusive = no clear call, values can overlap the other calls; tested in BHK-21 cells;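 note: 0% = median of neutral control wells and 100% = median of positive control wells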
* marks the source's active call; other numbers are inactive results; ? = inconclusive; nt = not tested or not shown.

no.	SMILES	CFTR F508del cor	Xi reactivation	ARNT-TACC3 inh	PAX8 reporter	GSIS activator	DENV2 CPE rescue	ERp5 block	EWS-Fli block
1	COc1ccc(S(=O)(=O)Nc2ccc3c(c2)C(=O)N([C@H](C)CO)C[C@@H](C)[C@@H](CN(C)C(=O)C2CCCCC2)OCCCC[C@@H](C)O3)cc1	-3.9	0.3	7	35	-27	5	-1	5
2	C[C@H](CO)N1C[C@H](C)[C@H](CN(C)C(=O)Nc2ccc3c(c2)OCO3)Oc2ncc(C#CC(C)(C)O)cc2C1=O	-2.1	-1.3	-5	nt	0	11	3	-3
3	CC(=O)c1ccc(NC(=O)COC(=O)CCc2ccc(S(=O)(=O)N3CCOCC3)cc2)cc1	0.9	?	1	-14	0	-10	-1	-15
4	Cc1ccc(C(=O)OCC(=O)Nc2ncc(Cl)cc2Cl)cc1NC(=O)c1ccco1	-2.3	nt	-2	nt	-23	-4	-12	1
5	O=C(NC[C@@H]1[C@H](c2ccccc2)[C@H](CO)N1Cc1ccccn1)C1CCC1	1.1	0.0	60*	20	9	-10	nt	-11
6	CC(=O)Nc1ccc(-c2ccnc3c2CC(C)(C(=O)NCc2ccc(N4CCN(C)CC4)cc2)O3)cc1 (stereo not drawn)	-4.8	0.1	nt	-3	1	3	?	-7
7	O=C1CCn2nc(-c3ccc(Cl)cc3)cc2N1	-2.3	0.0	-7	-150	nt	-5	-3	-85
8	C/C=C/c1ccc([C@H]2[C@H](CO)N[C@@H]2CN(CC)C(=O)c2cccnc2)cc1	-0.5	0.1	-9	-32	13	-3	2	18
9	COc1ccc(CC(=O)Nc2ccc(C(=O)NC(C)(C)C)cc2)cc1	nt	-0.1	-8	10	0	nt	nt	nt
10	CC(=O)N=c1c(C#N)cc2c(=O)n3cccc(C)c3nc2n1Cc1ccco1	0.9	0.0	nt	-10	nt	-10	2	-12
11	Cc1cc(C)c(C)c(S(=O)(=O)Nc2ccc(C(=O)N3CCCC3)cc2)c1C	2.7	0.1	-1	-8	-9	7	-3	-8
12	CCCCNC(=O)C1(C)CCCCN1C(=O)c1cc(-c2ccccc2)cs1 (stereo not drawn)	-4.5	0.6	nt	6	-6	14	-2	2
13	CCC(=O)N1CC2(CCN(Cc3ccc(Cl)cc3)CC2)c2c(n(C)c3cc(OC)ccc23)[C@H]1CO	14*	0.0	nt	36	-16	-1	-6	11
14	O=C(COC(=O)c1ccc(Br)c(S(=O)(=O)N2CCOCC2)c1)NC1CC1	-1.7	0.0	-4	10	19	-8	-2	-15
15	CC1C(=O)N2CCCc3cc(NC(=O)C(=O)NCCc4ccccc4)cc1c32 (stereo not drawn)	0.0	0.4	-3	-4	9	4	-1	-9
16	Cc1ccc(S(=O)(=O)CC(=O)N2CCN(c3ccc(F)cc3)CC2)cc1	-1.7	0.1	-3	nt	3	-1	2	-7
17	Cc1cccc(C)c1NC(=O)C1(C)CSCC(=O)N1CCCN1CCOCC1 (stereo not drawn)	-2.2	-0.1	nt	4	40	13	-2	10
18	O=C(C[C@H]1C[C@H]2c3cc(NC(=O)C4CCOCC4)ccc3O[C@H]2[C@@H](CO)O1)NCc1ccccc1	-2.5	0.0	-1	0	10	-1	3	1
19	NC(=O)COC(=O)c1ccc(-c2ccccc2)cc1	-0.9	0.0	-7	16	1	-2	-2	3
20	O=C(c1ccc(NC2=NC3CS(=O)(=O)CC3S2)cc1)N1CCN(c2ccc(F)cc2)CC1 (stereo not drawn)	5.3	-0.1	-4	nt	0	?	-3	-1

Single records, as listed above. Order of values: CFTR F508del cor, Xi reactivation, ARNT-TACC3 inh, PAX8 reporter, GSIS activator, DENV2 CPE rescue, ERp5 block, EWS-Fli block
CCCCNC(=O)C1(C)CCCCN1C(=O)c1cc(-c2ccccc2)cs1 (stereo not drawn) is listed with -4.5, 0.6, nt, 6, -6, 14, -2, 2
O=C(COC(=O)c1ccc(Br)c(S(=O)(=O)N2CCOCC2)c1)NC1CC1 is listed with -1.7, 0.0, -4, 10, 19, -8, -2, -15
Cc1cccc(C)c1NC(=O)C1(C)CSCC(=O)N1CCCN1CCOCC1 (stereo not drawn) is listed with -2.2, -0.1, nt, 4, 40, 13, -2, 10
CC1C(=O)N2CCCc3cc(NC(=O)C(=O)NCCc4ccccc4)cc1c32 (stereo not drawn) is listed with 0.0, 0.4, -3, -4, 9, 4, -1, -9

New compounds follow
no.	SMILES	CFTR F508del cor	Xi reactivation	ARNT-TACC3 inh	PAX8 reporter	GSIS activator	DENV2 CPE rescue	ERp5 block	EWS-Fli block
21	COc1cn(-c2ccccc2)nc1C(=O)Nc1ccc(C)cc1Cl	0.5	0.4	2	23	-24	-1	3	2
22	Cc1noc(C)c1NC(=O)N(C)C[C@H]1Oc2ccc(NC(=O)Nc3cccc4ccccc34)cc2CC(=O)N([C@@H](C)CO)C[C@@H]1C	-4.0	-1.0	nt	21	9	10	-2	-1
23	C[C@@H]1CN([C@@H](C)CO)C(=O)c2cc(-c3cncnc3)cnc2O[C@@H]1CN(C)CC1CCOCC1	-2.9	1.5	-9	-10	-1	-8	0	-4
24	COc1ccc(S(=O)(=O)N2CCN(C)CC2c2ccccc2)cc1 (stereo not drawn)	-0.3	0.1	nt	9	8	-1	0	-2
25	CC(=O)Nc1nc(N(C)C)nc(N(C)C)n1	-1.9	0.0	0	11	2	2	-3	14
26	COc1ccc(/C=N/NC(=O)c2ccoc2C)cc1CN1CCN(c2ccc(F)cc2)CC1	nt	0.0	6	-32	-45	-1	1	-29
27	Cc1noc(C)c1S(=O)(=O)N(C)C[C@@H]1OCCCC[C@@H](C)Oc2ccc(NC(=O)CCC(F)(F)F)cc2C(=O)N([C@@H](C)CO)C[C@H]1C	0.2	0.0	3	0	-6	0	nt	-12
28	O=C(Nc1nc(-c2ccccc2)cs1)c1ccccc1F	2.6	0.0	-2	-144	0	-4	-5	-108
29	C[C@H](CO)N1C[C@H](C)[C@@H](CN(C)S(=O)(=O)c2cccs2)Oc2ccc(NC(=O)c3ccncc3)cc2CC1=O	0.1	-0.2	-6	nt	8	-4	-2	-1
30	Cc1ccc(-c2ccccc2[C@H]2[C@@H](CO)N(C(=O)NC3CCCC3)[C@H]2C#N)cc1	0.7	0.0	nt	nt	-9	-10	1	9
31	C[C@H](CO)N1C[C@H](C)[C@H](CN(C)C(=O)Nc2ccc3c(c2)OCO3)Oc2c(NC(=O)c3ccc(-c4nccs4)cc3)cccc2C1=O	3.4	-0.9	15	nt	-17	-5	-2	-3
32	C[C@H](CO)N1C[C@H](C)[C@H](CN(C)C(=O)c2ccc3c(c2)OCO3)Oc2cc(-c3cccnc3)ccc2S1(=O)=O	3.7	-0.9	1	-5	16	13	1	-2
33	CCOC(=O)c1ccc(NC(=S)N(CCN2CCCCCC2)Cc2ccco2)cc1	-0.6	0.1	14	26	-6	nt	-3	0
34	O=C([C@H]1[C@H](CO)[C@H]2Cn3c(cccc3=O)[C@H]2N1Cc1ccccc1Cl)N1CCOCC1	0.9	0.1	1	-2	-5	-10	0	-7
35	Cc1ccc(OCc2cc(C(=O)N(C)CCc3ccccn3)no2)cn1	-1.2	0.1	-3	13	9	4	-6	0
36	CN(CC(=O)NC1CCCc2ccccc21)C1CCCCC1 (stereo not drawn)	-2.3	0.0	-1	-8	3	0	-2	13
37	Cc1nnc(-c2ccc(Cl)cc2)nc1NCCN(C)C	0.5	0.1	-15	3	10	2	-9	-14
38	COc1ccccc1C(=O)NNC1=C(C(=O)C(F)(F)F)CCC1	-0.1	nt	6	nt	11	1	-1	8
39	CNC(=O)C[C@H]1CC[C@H]2[C@@H](COc3ccc(NC(=O)c4ccc(C#N)cc4)cc3C(=O)N2C)O1	1.5	0.2	-45	-8	4	?	-1	7
40	COc1ccc(CNC(=O)COc2cc3c(c4oc(=O)cc(C)c24)CCC(C)(C)O3)cc1	2.0	nt	-5	nt	5	17	0	13
41	CSc1ccc(CN(C)Cc2cc(=O)oc3c(C)c(C)ccc23)cc1	5.0	0.0	-1	8	-2	-7	0	9
42	Cc1ccc(C(=O)N/N=C/c2ccc(-c3cccc(Cl)c3)o2)cn1	1.2	-0.1	4	23	nt	-3	0	17
43	Cc1ccc2ncc(S(=O)(=O)c3ccccc3)c(N3CCCCC3C)c2c1 (stereo not drawn)	3.1	-0.1	-6	21	nt	-11	5	-27
44	COc1ccc(-c2c(C)oc3c(CN4CCOCC4)c(O)ccc3c2=O)cc1	0.8	0.1	-4	2	-10	9	7	-3
45	CSc1cccc(NC(=O)c2cccc3cccnc23)c1	1.9	0.0	11	-189	17	-10	0	-83
46	CCC(=O)N1CC[C@H]2[C@H](CO)Nc3ccc(-c4cccc(C#N)c4)cc3[C@H]21	-0.6	0.3	5	5	2	-12	nt	4
47	COc1ccccc1OCC(=O)Nn1c(=S)[nH]c2ncccc2c1=O	0.8	0.0	-1	-3	nt	-13	0	15
48	CCOC(=O)c1cnc2c(-c3ccc(Cl)cc3)cnn2c1C	-4.9	0.2	-14	-1	5	-6	2	-117
49	Cc1ccccc1S(=O)(=O)N1[C@@H](c2ccc(F)cc2)C(C(=O)O)=CC[C@H]1c1ccc(Cl)cc1	1.2	0.2	0	-15	-4	0	2	-6
50	Oc1nc(Nc2ccc(F)cc2)sc1/C=C1\C=Nc2ccccc21	-1.2	-0.1	6	-24	-7	0	10	-22

Results in ARNT-TACC3 inh (2 entries from above):
No. | SMILES | ARNT-TACC3 inh
43 | Cc1ccc2ncc(S(=O)(=O)c3ccccc3)c(N3CCCCC3C)c2c1 (stereo not drawn) | -6
41 | CSc1ccc(CN(C)Cc2cc(=O)oc3c(C)c(C)ccc23)cc1 | -1

Next part.
no.	SMILES	CFTR F508del cor	Xi reactivation	ARNT-TACC3 inh	PAX8 reporter	GSIS activator	DENV2 CPE rescue	ERp5 block	EWS-Fli block
51	Cc1cc(NCc2ccccn2)n2c(nc3ccccc32)c1C#N	0.6	-0.1	3	19	nt	-3	-1	15
52	O=C(C[C@@H]1C=C[C@@H](NC(=O)C2CC2)[C@@H](CO)O1)Nc1ccccc1	-1.2	0.0	15	9	12	3	-5	-4
53	COc1ccc(N2CC(C(=O)Nc3cc(C)on3)CC2=O)cc1 (stereo not drawn)	1.4	nt	0	nt	1	0	13	-12
54	COc1ccc(Cc2nnc(SCC(=O)NC3CCCCC3)n2C)cc1	0.3	nt	7	nt	1	nt	3	5

The order is random, and some 4.2% of all compounds hit somewhere here.
